From PubChem BioAssay
ROC1-CUL1 inh: inhibitors of human ROC1-CUL1 ubiquitin ligase activity; P62877+Q13616; in vitro K48 di-Ub FRET, acceptor:donor ratio, 45 min; inhibition, % at 10 µM; 0.6% of 140,000 active; AID 1347404; in the data active = inhibition above about 25%
Target sequence (P62877 whole entry, looked up): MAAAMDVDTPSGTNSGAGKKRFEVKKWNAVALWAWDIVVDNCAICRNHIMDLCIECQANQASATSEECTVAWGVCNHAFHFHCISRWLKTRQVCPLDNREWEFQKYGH
Target sequence (Q13616 whole entry, looked up): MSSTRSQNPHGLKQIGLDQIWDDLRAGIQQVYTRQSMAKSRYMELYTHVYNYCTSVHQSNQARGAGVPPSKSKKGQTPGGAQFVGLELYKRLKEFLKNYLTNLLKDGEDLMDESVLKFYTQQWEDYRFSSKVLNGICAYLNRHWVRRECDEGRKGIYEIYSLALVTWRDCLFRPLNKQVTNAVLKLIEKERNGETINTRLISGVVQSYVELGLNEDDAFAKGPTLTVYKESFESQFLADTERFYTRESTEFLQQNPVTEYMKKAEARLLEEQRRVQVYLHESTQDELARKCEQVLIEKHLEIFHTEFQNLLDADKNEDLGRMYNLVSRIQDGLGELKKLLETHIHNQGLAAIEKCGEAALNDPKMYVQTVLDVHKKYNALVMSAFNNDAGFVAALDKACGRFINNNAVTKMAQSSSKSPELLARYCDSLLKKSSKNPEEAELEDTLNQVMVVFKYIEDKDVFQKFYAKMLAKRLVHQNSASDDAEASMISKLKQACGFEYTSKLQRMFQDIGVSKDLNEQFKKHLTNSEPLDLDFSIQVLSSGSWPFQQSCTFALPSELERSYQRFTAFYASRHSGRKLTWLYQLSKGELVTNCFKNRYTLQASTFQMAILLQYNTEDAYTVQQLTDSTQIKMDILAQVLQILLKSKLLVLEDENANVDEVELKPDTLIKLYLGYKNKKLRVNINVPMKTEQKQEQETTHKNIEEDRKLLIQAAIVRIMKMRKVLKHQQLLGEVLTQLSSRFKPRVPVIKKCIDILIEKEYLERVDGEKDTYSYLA
Starred values were filed as active, the others as inactive.

SMILES	ROC1-CUL1 inh
CN(CC(=O)N1CCC(C(=O)Nc2cccc(-c3ccco3)c2)CC1)Cc1ccncc1	6
Cc1ccccc1C(=O)N(Cc1ccc(N(C)C)cc1)CC1CCCO1 (stereo unspecified)	13
Cc1ccc(C)n1-c1ccc(C(=O)N2CCOCC2)cc1	7
O=C(Nc1ccc2oc(-c3cccc(Cl)c3Cl)nc2c1)c1cccc(Br)c1	2
O=C(NCCc1ccco1)c1cc(COc2ccc3c(c2)OCO3)[nH]n1	5
CN(C)c1ccc(CNn2cnnc2SCc2ccccc2F)cc1	8
COc1cc(C(=O)NCc2cn3ccsc3n2)ccc1OC1CCN(C(C)=O)CC1	2
Cc1ccc(C(=O)COC(=O)C(Cc2c[nH]c3ccccc23)NC(=O)c2ccc(C(C)(C)C)cc2)cc1 (stereo unspecified)	-6
O=C1CC(Nc2ccccc2O)C(=O)N1Cc1ccccc1 (stereo unspecified)	5
CCc1nnc(NC(=O)C(C)CC)s1 (stereo unspecified)	-3
Cc1cccc(C)c1NC(=O)CN1C(=O)c2ccc([N+](=O)[O-])cc2C1=O	-5
CS(=O)(=O)N1CCC2(CC1)CC(N1CCOCC1)CO2 (stereo unspecified)	5
O=C(c1ccc(Br)o1)n1cnc2ccccc21	-9
O=C(NCCCCCCNC(=O)NC[C@H]1CC2C=CC1C2)NC[C@H]1CC2C=CC1C2	3
CCC1CN(CC(=O)NCCCc2cccnc2)Cc2cc(OC)ccc2O1 (stereo unspecified)	-9
CC(C)(C)C1CCc2nc(NC(=O)c3cccc(Cl)c3)sc2C1 (stereo unspecified)	-6
CC(C)n1cc(CNC2CC(C)(C)Cc3nc(N4CCOCC4)ncc32)cn1 (stereo unspecified)	-5
N#C/C(=N/Nc1cccc([N+](=O)[O-])c1)C(=O)c1ccc(Cl)cc1	-3
CC12CCC3(C)OC(C)(O1)C(C)(O2)O3	-3
CCN=C1CC=C(Br)C=C(C(=O)/C=C/c2ccc(OC)c(OC)c2)C1=O	-6
CN1CCC(N2CCCC(NC(=O)c3ccc(Cn4cnnn4)cc3)C2)CC1 (stereo unspecified)	7
CO[C@H]1[C@H](NC(=O)c2ccco2)c2ccccc2C12CCN(Cc1nc(C(C)C)cs1)CC2	1
CCN(CCCNC(=O)c1cc2c(Cl)nc3ccccc3c2s1)Cc1ccccc1	-2
CCOc1ccccc1NC(=O)c1ccc2c(Cl)c3c(nc2c1)CCCC3	1
CCCOc1ccc(N=c2ssc3c2-c2cc(OCC)ccc2NC3(C)C)cc1	5
COCC1CCN(C(=O)c2coc(COc3ccccc3F)n2)CC1	-7
O=S(=O)(c1ccc(Cl)cc1Cl)n1ccnc1	-1
Cc1ccc(NCc2cccc(OCc3ccccc3)c2)cc1C	-19
CCN1CCN(C(=O)c2ccc(N3CCC(N4CCC(c5ccccc5)CC4)CC3)cc2)CC1	1
Cc1nc(NC(=S)NC(=O)c2ccccc2)sc1C(=O)Nc1ccccc1	-4
CCOc1ccc(/C=C(\C#N)C(=O)Nc2sc3c(c2C(=O)OC)CCC3)cc1OC	5
CC(=O)N(C(C)=O)c1cc(N2CCOCC2)c([N+](=O)[O-])cc1C	6
COc1cc(-n2cnnn2)ccc1N	5
COc1ccccc1CNc1ncnc2onc(-c3ccc(F)cc3)c12	5
CCOC(=O)c1[nH]ncc1[C@@H]1C[C@H]2CN(C3CCCC3)C(=O)[C@]23CCCN13	14
Cc1ccc(NC(=O)Cn2nc(C)c3nn(-c4ccc(Cl)cc4)c(C)c3c2=O)cc1F	6
C#CCSc1nnc(-c2ccc(C)cc2)o1	1
O=C(COC(=O)c1ccc(C(c2ccc(C(=O)OCC(=O)c3ccc(Cl)cc3)cc2)(C(F)(F)F)C(F)(F)F)cc1)c1ccc(Cl)cc1	-2
COc1ccccc1NC(=O)C(C)Sc1nnc2ccc3ccccc3n12 (stereo unspecified)	3
CCOC(=O)c1cc(NS(=O)(=O)c2ccccc2)ccc1O	-4

Reformatted bar-delimited: entries from further up.
Compound | ROC1-CUL1 inh
Cc1nc(NC(=S)NC(=O)c2ccccc2)sc1C(=O)Nc1ccccc1 | -4
COc1ccccc1CNc1ncnc2onc(-c3ccc(F)cc3)c12 | 5
CCN(CCCNC(=O)c1cc2c(Cl)nc3ccccc3c2s1)Cc1ccccc1 | -2
CC(=O)N(C(C)=O)c1cc(N2CCOCC2)c([N+](=O)[O-])cc1C | 6
CCOc1ccccc1NC(=O)c1ccc2c(Cl)c3c(nc2c1)CCCC3 | 1

Next results follow.
SMILES	ROC1-CUL1 inh
CCOc1ccc(C(=O)N(Cc2ccc(C(C)C)cc2)Cc2ccco2)cc1	9
O=C1CC(c2ccccc2)CC2=Nc3ccccc3NC(c3ccc(OC(F)(F)F)cc3)C12 (stereo unspecified)	-2
COc1cc(NC(=O)C(CC(C)C)NS(=O)(=O)c2ccc3c(c2)CCCC(=O)N3)cc(OC)c1 (stereo unspecified)	14
CCc1ccc(C2C(C(=O)c3ccc4c(c3)OCCO4)C(=O)C(=O)N2Cc2cccnc2)cc1 (stereo unspecified)	-2
Cc1ccc(-n2nc(C)c3c(C(F)(F)F)cc(-c4cccnc4)nc32)cc1C	8
CCc1ccc(NC(=O)C2CCCN(S(=O)(=O)c3ccc(F)cc3)C2)cc1 (stereo unspecified)	2
Cc1ccc(NCC(=O)N/N=C/c2ccccc2[N+](=O)[O-])c(C)c1	-4
COc1ccc(OC)c(NC(=O)Cn2c(=O)n(Cc3ccccc3)c(=O)c3ccccc32)c1	-10
Cc1cccc(-c2nc(CSCC(=O)NCCc3ccc(Cl)cc3)c(C)o2)c1	-3
CNC(=O)CN1c2ccccc2-c2ccccc2S1(=O)=O	4
CCc1nnc(NC(=O)NCC(c2cccnc2)N2CCOCC2)s1 (stereo unspecified)	4
CCCN1C(=O)C(O)(CC(=O)c2ccc(OC)cc2)c2cc(Br)ccc21 (stereo unspecified)	2
COc1ccc(OC)c(NC(=O)c2ccc(Cl)cc2)c1	3
COc1ccc(-c2cc(C)cc3c2OC(CNC(=O)c2cccc(Cl)c2F)C3)nn1 (stereo unspecified)	-6
COc1ccccc1NC(=O)Cn1c(=O)n(Cc2ccccc2)c(=O)c2ccccc21	-4
Cc1cccc(-c2nc3scc(CCNS(=O)(=O)c4ccc(Oc5ccccc5)cc4)n3n2)c1	2
COc1ccc(C(=O)N2N=C3CC(C)(C)OCC3C2c2ccccc2)cc1 (stereo unspecified)	-8
COc1ccc(OC)c(CCNC(=O)CCCn2c(=O)c3cccn3c3ccccc32)c1	-6
COc1ccc(OCCn2c(C)c(C=C3C(=O)NC(=S)NC3=O)c3ccccc32)cc1	7
Oc1ccc(NCc2c(OCc3ccccc3)ccc3ccccc23)cc1	-15

Laid out differently: entries from further up.
| Compound | ROC1-CUL1 inh |
| --- | --- |
| CNC(=O)CN1c2ccccc2-c2ccccc2S1(=O)=O | 4 |
| CCc1nnc(NC(=O)NCC(c2cccnc2)N2CCOCC2)s1 (stereo unspecified) | 4 |
| CCCN1C(=O)C(O)(CC(=O)c2ccc(OC)cc2)c2cc(Br)ccc21 (stereo unspecified) | 2 |

The results go on.
SMILES	ROC1-CUL1 inh
CC(C)c1ccc(NC(=O)c2cc3c(=O)oc4ccccc4c3s2)cc1	3
COc1cc(OC)c(NS(=O)(=O)c2c(C(=O)N3CCCCCC3)c(C)n(C)c2C)cc1Cl	0
Cn1c(=O)[nH]c(=O)c2cc([N+](=O)[O-])cnc21	-4
CC(C)c1ccc(CN2CCCC3(CCN(Cc4ncc[nH]4)C3)C2)cc1 (stereo unspecified)	1
CC(C)c1ccc(OCCOCCN2CCNCC2)cc1	-4
CCc1cccc(NC(=O)Cn2c(=O)n(CCC(=O)NCc3ccccc3Cl)c(=O)c3sccc32)c1	3
O=c1cc(-c2ccccc2)c2cc(Cl)c(O)c(CN3CCCCC3)c2o1	9
COc1cccc(/C=N/NC(=O)CSc2ccccc2C)c1OC	0
S=C(NCC1CCCO1)Nc1ccc(Oc2ccccc2)cc1 (stereo unspecified)	13
Cn1nnnc1SCC(=O)N1c2ccccc2Sc2ccc(Cl)cc21	9
CN(C(=O)CSc1nc2ccccc2n1Cc1cccc(C(F)(F)F)c1)c1ccccc1	-11
CCOC(=O)c1ccc(N2C(=O)C(CC(=O)Nc3ccc(F)cc3)N(NC(=O)c3cccnc3)C2=S)cc1 (stereo unspecified)	4
CC(=O)C1C(=O)C=C(C)OC1=Nc1ccc2c(c1)OCCO2 (stereo unspecified)	-2
COc1ccc(-c2c3c(nc4sc(C(=O)Nc5ccccc5C(F)(F)F)c(N)c24)CCCC3)cc1	-14
CC(Nc1ncnc2sc3c(c12)CCCC3)c1ccccc1 (stereo unspecified)	-9
CCOC(=O)c1sc(NC(=O)c2cc(CC)on2)c(C(=O)OCC)c1C	-3
Cc1ccc(-c2cnnc(NCC3(N4CCOCC4)CCCC3)n2)o1	-1
Cc1[nH]c2ccc(Br)cc2c1CCNC(=O)c1cc2ccccc2oc1=O	-2
CCc1c([O-])[n+](-c2ccc(F)cc2)c2ccc(-c3ccccc3)nn2c1=O	-1
CCN1CCN(C(=O)c2ccc3nc(-c4cccc(OC)c4)oc3c2)[C@@H](C)C1=O	-1
CCN(CCO)Cc1csc2cc(C)ccc12	5
CSc1nccc(SC(=N)N)n1	-2
CC(=O)Nc1nonc1-c1nnc(SCc2ccccc2F)n1C	4
COCCCNC(=O)CN1C(=O)c2c(c3ccccc3n2C)C1c1ccc(OC)cc1 (stereo unspecified)	0
COc1cc(C2c3c(n[nH]c3-c3ccc(Cl)c(Cl)c3)OC(=N)C2C#N)ccc1O (stereo unspecified)	2
CC1(C)CC(=O)C(C2=NCCN2)C(=O)C1	3
Cc1ccc(-n2nc3c(=O)n(C(C)C(=O)O)nc(C)c3c2C)cc1 (stereo unspecified)	11
COc1ccc(-n2ncc(C(C)NCc3cccc4nonc34)c2C)cc1 (stereo unspecified)	-5
Cc1ccc(CNC(=O)CSc2nnc(N)n2-c2ccccc2)cc1	3
CCn1c2ccccc2c2cc(CN3CCN(Cc4cc(OC)c(O)c(OC)c4)CC3)ccc21	7
CSCCCNC(=O)CCc1nnc(-c2ccc(C(C)=O)s2)o1	-5
COc1cc(OC)nc(Oc2ccccc2C(=O)Oc2cccc3c2OC(C)(C)C3)n1	4
COc1nc(-c2ccc(C)cc2)ccc1-c1noc(-c2ccc(C(C)(C)C)cc2)n1	-2
COCCN1CC(CNc2nncc(-c3ccccc3C)n2)CC1=O (stereo unspecified)	9
CC1CCc2nc(NC(=O)CN3CCN(c4ccc(F)cc4)CC3)sc2C1 (stereo unspecified)	4
Cc1cccc(NC(=O)CN2C(=O)N=C(Cc3cc(C(C)(C)C)c(O)c(C(C)(C)C)c3)C2=O)c1	-12
CCOC(=O)c1cnc2c(ccc3ccccc32)c1Nc1ccc(N(C)C)cc1	6
O=C1CC(N2CCN(c3ccc(F)cc3)CC2)=NC(=O)N1c1cccc(Br)c1	-13
CCOc1ccccc1NC(=O)C1CCCN(S(=O)(=O)c2cccs2)C1 (stereo unspecified)	-1
CC1=NN(C(=O)c2ccc(-c3ccccc3)cc2)C(O)(C(F)(F)F)C1 (stereo unspecified)	-6

Part of the list above, field by field:
SMILES: CC(=O)Nc1nonc1-c1nnc(SCc2ccccc2F)n1C
  ROC1-CUL1 inh: 4

SMILES: COCCCNC(=O)CN1C(=O)c2c(c3ccccc3n2C)C1c1ccc(OC)cc1 (stereo unspecified)
  ROC1-CUL1 inh: 0

SMILES: COc1cc(C2c3c(n[nH]c3-c3ccc(Cl)c(Cl)c3)OC(=N)C2C#N)ccc1O (stereo unspecified)
  ROC1-CUL1 inh: 2

SMILES: CC1(C)CC(=O)C(C2=NCCN2)C(=O)C1
  ROC1-CUL1 inh: 3

Returning to the listing, starting two compounds before the break.
SMILES	ROC1-CUL1 inh
CCOc1ccccc1NC(=O)C1CCCN(S(=O)(=O)c2cccs2)C1 (stereo unspecified)	-1
CC1=NN(C(=O)c2ccc(-c3ccccc3)cc2)C(O)(C(F)(F)F)C1 (stereo unspecified)	-6
CCOc1ccccc1NC(=O)COc1ccc(S(=O)(=O)NC2CCCCC2)cc1	-2
O=C(CCn1cccn1)Nc1ccc(Br)cc1F	-5
O=C(c1ccccc1)N1c2ccccc2N=C(c2ccccc2)CC1c1ccc([N+](=O)[O-])cc1 (stereo unspecified)	-3
CC(=O)c1ccc(Nc2ncc([N+](=O)[O-])cc2[N+](=O)[O-])cc1	-1
CCOC(=O)Cc1csc(NC(=O)CSc2nc(-c3ccc(OC)cc3)cc(C(F)(F)F)c2C#N)n1	-10
O=C1CCCCCCCCCCC1C1(O)C(=O)Nc2ccccc21 (stereo unspecified)	8
CN(Cc1cccnc1)c1ccc(C(=O)NCCC2CCCCN2C)cn1 (stereo unspecified)	-3
Cc1ccc(C)c(-n2cc(CN[C@@H](C)C(N)=O)c(-c3ccccc3)n2)c1	2
CCC1CN(S(=O)(=O)c2cc(-c3cc(C)no3)ccc2OC)c2cc(Cl)ccc2O1 (stereo unspecified)	-7
CC1Cc2cc(C(=O)Nc3ccccc3)ccc2N1S(C)(=O)=O (stereo unspecified)	10
Cc1ccc(C(=O)COC(=O)c2cccc(N3C(=O)C4CC=CC(C)C4C3=O)c2)cc1 (stereo unspecified)	0
Cc1ccc(N2CC(NC(=O)Cc3ccc(F)cc3)CC2=O)cc1C (stereo unspecified)	-4
COc1cc(/C=C2\C(=O)NN(c3ccccc3)C2=O)ccc1Oc1nc(N2CCOCC2)nc(N2CCOCC2)n1	1
O=c1c(SCc2ccc(Cl)cc2Cl)c(SC2CCCCO2)cnn1-c1ccccc1 (stereo unspecified)	0
CCOc1ccc(/C=C/C(=O)Nc2sc3c(c2C(=O)OC)CCC3)cc1	-5
CCOC(=O)c1ccc(NC(=O)c2ccc(=O)n(Cc3cccc(C)c3)c2)cc1	-3
Brc1cccc(-c2nnn3c2nc(N2CCCCC2)c2ccccc23)c1	3
O=C(CSCC(=O)Nc1ccccc1F)Nc1ccc(Cl)cc1	1
CCOc1cc(C2C3=C(CC(C)(C)CC3=O)N(CC(=O)O)C3=C2C(=O)CC(C)(C)C3)cc(Cl)c1OC	-1
COc1ccc(NC(=O)CSC2=Nc3ccccc3C3=NC(CCC(=O)NC4CCCCC4)C(=O)N23)cc1Cl (stereo unspecified)	3
COc1ccc(OC)c(-c2cnc(OC(C)(C)C)nc2OC(C)(C)C)c1	5
CC(C)C(=O)N1CCN(c2ccc(Cl)cc2NC(=O)c2ccccc2)CC1	2

The list is partial; count on the stated rates, not on these rows.
